Screening data (PubChem)
AID364 – Jurkat cell viability reduction – Jurkat E6.1, NIH starter set, primary screen (AID 364) | hit rate 2% among 3,300 | Jurkat E6.1 viability, ATP luminescence, 48 h; higher % means a stronger effect | inhibition, % at 4 µM; hits with a dose series show CC50 in µM;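 active = concentration giving half-maximal inhibition at or below 20 micromolar; inactive = half-maximal concentration above 20 micromolar, or not dose tested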;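 also: 100% = cells treated with 4 µM doxorubicin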
A549 NSCLC growth – A549 NSCLC cell proliferation inhibitors – ATP luminescence, human non-small cell lung line, primary screen (AID 371); growth inhibition, % at 10 µM; hit rate 8.4% among 3,300; A549 growth inhibition, ATP luminescence; stronger effect = higher value;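 active = mean growth inhibition over the two runs of 50% or more; inactive = mean growth inhibition under 50%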;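 also: compound exposure lasted 72 h before the ATP read; 0% = untreated cell signal and 100% = no luminescence left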
HT29 cell growth-1 – HT29 colon tumor cell growth inhibition, primary screen, imaging, high content imaging, 24 h, CellTiter-Glo (AID 770); HT29 cell number by imaging, 24 h; stronger effect = higher value; growth inhibition, % at 10 µM; 3,300 tested, under 10 active;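 active = growth inhibition above 90% in viable cell count at a single dose; inactive = growth inhibition below 90%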
AID772 – HT29 colon tumor cell growth inhibition, primary screen, imaging, high content imaging, 72 h, CellTiter-Glo (AID 772). HT29 cell growth, HCS imaging cell count, 72 h; stronger effect = higher value. growth inhibition, % at 10 µM. hit rate 0.6% among 3,300;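 active = growth inhibition above 90%, meaning viable cell count cut by more than 90% versus vehicle controls; inactive = growth inhibition below 90%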
HT29 cell growth-2 – HT29 colon tumor cell growth inhibition, primary screen, imaging, high content imaging, 48 h, CellTiter-Glo (AID 771). HT29 cell growth, HCS imaging cell count, 48 h; stronger effect = higher value. growth inhibition, % at 10 µM. hit rate 2% among 3,300;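 active = growth inhibition above 90%, meaning viable cell count by imaging cut by more than 90% versus vehicle controls; inactive = growth inhibition below 90%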;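 also: percent fewer viable cells counted by imaging than vehicle controls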
HT29 cell growth-1 condensed nuclei – also measured in HT29 cell growth-1; calls as there; condensed nuclei, %; measured here: percent cells with condensed nuclei;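 share of cells whose nuclear area falls below control median minus 1.5 SD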
HT29 cell growth-1 ATP viability – second read-out of HT29 cell growth-1, no call of its own (marks repeat the call); growth inhibition, %; measured here: ATP CellTiter-Glo viability
HT29 cell growth-2 condensed nuclei – recorded beside HT29 cell growth-2, whose call it bears; condensed nuclei, %; measured here: percent cells with condensed nuclei;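 condensed means Hoechst nuclear area under control median minus 1.5 SD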
HT29 cell growth-2 ATP viability – also measured in HT29 cell growth-2; calls as there; growth inhibition, %; measured here: ATP CellTiter-Glo viability inhibition
AID772 condensed nuclei – recorded beside AID772, whose call it bears; condensed nuclei, %; measured here: percent cells with condensed nuclei;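 condensed means nuclear area below control median minus 1.5 SD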
AID772 second – recorded beside AID772, whose call it bears; growth inhibition, %; measured here: ATP CellTiter-Glo viability
Numbers without * were called inactive; . = not tested or not shown.

smiles,AID364,A549 NSCLC growth,HT29 cell growth-1,HT29 cell growth-1 condensed nuclei,HT29 cell growth-1 ATP viability,AID772,AID772 condensed nuclei,AID772 second,HT29 cell growth-2,HT29 cell growth-2 condensed nuclei,HT29 cell growth-2 ATP viability
CCC(C(=O)OCCN(CC)CC)c1ccccc1 (stereo unspecified),-8%,6,-36,2.9,-14,0,5,-9,-19,1.2,.
COC(=O)c1c(-n2cnnn2)sc(C)c1C,-4%,-2,12,0.7,-8,26,5,-3,8,2.1,-1
COC(=O)c1ccc(Nc2cc(C)nc(-c3ccccc3O)n2)cc1,0%,28,31,7.2,12,65,4,39,12,11,23
Cc1c(C=NCCOCc2ccccc2)cnn1C,-4%,1,-22,3.0,8,41,2,10,60,23,19
CCOC(=O)C1=C(C(C)=O)C(c2cccnc2)C(C#N)=C(N)O1 (stereo unspecified),0%,6,-6,4.3,0,18,1,-7,22,1.1,-1
CCN(CC)CCN1C(=O)C(=O)/C(=C(/O)c2c(C)[nH]c(C(=O)OC)c2C)C1c1cccc(OC)c1 (stereo unspecified),4%,3,0,2.9,-15,-109,5,-55,40,1.4,-28
COC(=O)CCc1c(C)[nH]c(C(=O)OCc2ccccc2)c1C,3%,4,17,3.8,-15,-5,4,-12,-4,3.4,-32
CCOC(=O)c1cc2c(=O)n3cccc(C)c3nc2n(Cc2cccnc2)c1=N,4%,2,-13,3.0,-8,-28,4,-29,31,1.6,-13
CCCCNC(=O)C(C#N)c1nc2ccccc2nc1N1CCN(c2ccccc2F)CC1 (stereo unspecified),2%,20,-34,3.6,6,4,3,-8,-2,2.5,3
CCc1[nH]c(=O)c(C#N)c2c1CCCC2,-6%,2,-7,2.1,-8,-65,3,-47,-28,1.1,-5
CC1(C(=O)O)CCC(C(=O)NC2CCCCCC2)C1(C)C (stereo unspecified),-4%,-6,-1,5.8,-4,8,4,-14,-19,3.6,-5
CCC(=O)Nc1nc(C)c(Oc2ccccc2)c(=O)[nH]1,-14%,1,-54,2.4,-11,-52,3,-43,-31,2.2,-14
CCOC(=O)c1n[nH]c2ccccc12,-3%,-4,-2,2.2,-9,-28,2,-12,-30,2.3,-39
CCOc1ccc(S(=O)(=O)N(C)C)cc1-c1nc2c(C(C)(C)C)nn(C)c2c(=O)[nH]1,11%,-2,22,6.0,0,-7,7,-25,42,6.7,-11
CCCCOc1ccc(C(=O)Nn2cnnc2)cc1,1%,-2,-3,4.9,2,-7,3,9,-32,3.2,8
CCCC(=O)Nc1ccc(OCC(O)CNC(C)C)c(C(C)=O)c1 (stereo unspecified),-12%,-6,15,0.8,-2,39,2,4,-59,1.7,.
CC1(C)Cc2[nH]c(=O)c(C#N)cc2CS1,-5%,-4,4,2.7,-7,-13,6,-26,-13,2.8,-6
COc1cc(-n2c3nc4ccccc4nc3c3c(=O)n(Cc4ccco4)cnc32)cc(OC)c1OC,-10%,4,-6,2.4,-2,-26,10,-2,-19,1.7,-3
COc1ccc(C(C)=O)cc1CSCCC(=O)O,4%,1,-52,3.9,2,-10,4,-25,-40,1.7,-10
CC1(C)Cc2c(oc3ncn4ncnc4c23)CO1,-3%,0,4,3.7,-2,-22,8,-5,-18,7.5,-5
CC1(C)CC(=O)C(C=Nc2ccc(Cl)cn2)=C(O)C1,10%,-3,-29,4.5,-5,-38,7,-39,-20,3.8,-8
Cc1ccc(C)c(OCCCC(C)(C)C(=O)O)c1,3%,6,-13,2.7,-8,-2,2,-13,13,3.3,.
COc1cccc(C2/C(=C(\O)c3ccc4c(c3)OCCO4)C(=O)C(=O)N2CCN(C)C)c1 (stereo unspecified),-1%,-5,3,1.8,0,-13,6,-19,-24,2.4,1
Cc1cc(=O)oc(C)c1C(=O)NC12CC3CC(CC(C3)C1)C2,1%,-1,-21,8.2,-22,-86,2,-49,21,1.4,13
Cn1c(Cl)cnc1C1CC(=O)c2cc(Cl)ccc2O1 (stereo unspecified),7.3µM*,63*,82,27,40,30,15,96,86,32,78
COc1ccc2[nH]c(C)c(C(=O)CN3CC(C)OC(C)C3)c2c1 (stereo unspecified),-7%,3,16,3.0,2,1,1,-8,-1,2.3,1
CC(C)(C)n1nnc(CCc2nnn(C(C)(C)C)n2)n1,5%,0,14,2.1,-11,36,2,24,-87,1.8,-41
Cc1nn(C)cc1C1C2=C(CC(C)(C)CC2=O)OC2=C1C(=O)CC(C)(C)C2,-12%,1,-69,1.9,-3,-20,3,-39,-55,1.1,-22
O=C(O)C(O)c1ccco1 (stereo unspecified),-1%,3,44,4.0,9,17,2,-28,23,1.4,21
O=C(c1cc(N2CCCCC2)nc2ccccc12)N1CCOCC1,-1%,1,-64,3.2,-4,20,3,-27,-20,1.8,-5
CCOc1cccc(-c2nn3c(-c4ccccn4)nnc3s2)c1,9%,10,24,3.0,6,-10,9,-14,70,1.3,13
CCN=C1SC(C(=O)Nc2ccc(Cl)c(Cl)c2)CC(=O)N1CC (stereo unspecified),-3%,10,0,3.4,-7,-49,4,-19,-26,0.9,-7
C=CCN=C(NC#N)SCCc1ccccc1,-14%,16,38,5.6,4,56,9,42,29,2.6,10
COc1ccc2c(c1)c(CC(=O)OCC(=O)O)c(C)n2C(=O)c1ccc(Cl)cc1,-2%,-2,19,5.8,-9,19,2,-11,32,4.2,.
COC(=O)c1ccc(CSc2ncnc3c2sc2nc(N4CCOCC4)c4c(c23)CCCC4)o1,-1%,-13,-7,2.4,1,14,10,11,55,6.0,29
CCN(CC)c1ccc(-c2nn3c(-c4cccnc4)nnc3s2)cc1,3.3µM*,81*,73,9.5,27,63,24,86,90*,4.9*,75*
N#CC(C(=O)NC1CCCCC1)c1nc2ccccc2nc1N1CCN(c2ccccc2F)CC1 (stereo unspecified),-1%,19,-20,4.2,-8,-45,1,-46,-6,3.3,-11
COc1ccc(C(=O)c2oc3nc(C)cc(C)c3c2N)cc1,-3%,11,32,3.6,-8,-13,7,-17,50,1.4,-10
CCOC(=O)c1c(C)n(C)c2ccc(OC)c(NC(=O)CN3CCSCC3)c12,11%,8,-20,3.9,-8,6,11,17,8,1.0,6
Cn1c(=O)c2c(nc(Oc3ccc4c(c3)OCO4)n2Cc2ccc(Br)cc2)n(C)c1=O,4%,38,6,1.6,0,29,2,-48,27,0.8,-4
CCCCC(CCC(=O)Nc1ccc(C(=O)OCC)cc1)C(=O)O (stereo unspecified),0%,-4,-31,3.4,-11,47,3,15,-47,1.6,-26
Cc1nc(Sc2cccn2C)c(C(F)(F)F)c(=O)[nH]1,-2%,11,-1,4.6,5,26,2,-43,4,1.7,-10
CN(CCCCCNC(=O)/C=N/O)Cc1ccccc1,-6%,-1,-23,3.5,2,17,2,-51,-22,1.8,-9
CCCOC(=O)CSC1=C(C#N)C(c2ccc3c(c2)OCO3)CC(=O)N1 (stereo unspecified),29%,50*,46,7.1,15,81,26,83,76,7.3,57
COc1ccccc1Nc1ncc(-c2cccs2)s1,0%,38,8,2.1,10,59,20,54,71,5.4,42
COc1ccc[nH]c1=O,-2%,-4,22,3.2,0,-55,2,-24,-12,0.5,-20
CNc1oc(-c2cccs2)nc1C#N,-5%,4,34,6.6,0,-83,2,-63,20,4.2,-24
Cc1cn2c(-c3ccncc3)nnc2s1,7%,-5,-1,2.9,-9,-50,2,-19,-43,1.7,-35
COc1ccc([C@@H]2Sc3ccccc3N(CCN(C)C)C(=O)[C@@H]2OC(C)=O)cc1,8%,15,-21,4.1,-21,-20,2,-20,-5,2.4,.
Cc1ccc(S(=O)(=O)NCC(=O)OCN2C(=O)c3ccccc3C2=O)cc1,18%,1,-35,2.8,-5,-91,3,-49,-19,2.1,-16

(continued)
smiles,AID364,A549 NSCLC growth,HT29 cell growth-1,HT29 cell growth-1 condensed nuclei,HT29 cell growth-1 ATP viability,AID772,AID772 condensed nuclei,AID772 second,HT29 cell growth-2,HT29 cell growth-2 condensed nuclei,HT29 cell growth-2 ATP viability
COCCNc1cc(C)c(C#N)c2nc3ccccc3n12,11%,7,-17,3.7,-7,4,4,-6,-8,1.7,-1
CCCCOc1ccc(C(=O)OC2CC(C)N(C)CC2C)cc1 (stereo unspecified),1%,90*,36,3.9,19,70,30,96,75,45,83
CCSc1nnc(NC(=O)NCC(F)(F)F)s1,-2%,0,-54,2.4,3,-35,4,-20,-102,1.3,-15
COCc1[nH]nc2c1C(c1ccc(OC)cc1)C(C#N)=C(N)O2 (stereo unspecified),-4%,3,-7,2.9,-2,19,4,-27,-26,1.6,-13
CC(C)(C)C1=Nn2c(nnc2-c2ccco2)SC1,-8%,3,-48,2.0,-7,-18,4,-68,-26,3.2,-21
O=c1cc(N2CCCCC2)nc2n1CCCS2,-5%,9,-46,2.6,1,-28,1,-22,-50,1.1,-20
CC(=O)O[C@H]1C[C@@H]2CC[C@@H]3[C@H](CC[C@@]4(C)[C@H]3C[C@H]([N+]3(C)CCCCC3)[C@@H]4OC(C)=O)[C@@]2(C)C[C@@H]1[N+]1(C)CCCCC1,0%,-6,-18,4.3,-21,6,3,-20,-27,3.1,.
CSc1nc2sc3c(c2c2nnnn12)CCC3,-5%,6,-86,1.4,-15,14,8,-24,-40,2.9,-4
Oc1ccc2ccccc2c1C=NC12CN3CCN(CN(C3)C1)C2,0%,10,1,3.2,1,50,12,46,-32,2.5,-9
CC(CN1c2ccccc2Sc2ccccc21)N(C)C (stereo unspecified),2%,26,22,4.4,18,73,29,87,66,6.1,.

In the list so far, 4 have fluorine.
smiles,AID364,A549 NSCLC growth,HT29 cell growth-1,HT29 cell growth-1 condensed nuclei,HT29 cell growth-1 ATP viability,AID772,AID772 condensed nuclei,AID772 second,HT29 cell growth-2,HT29 cell growth-2 condensed nuclei,HT29 cell growth-2 ATP viability
CCCCNC(=O)C(C#N)c1nc2ccccc2nc1N1CCN(c2ccccc2F)CC1 (stereo unspecified),2%,20,-34,3.6,6,4,3,-8,-2,2.5,3
N#CC(C(=O)NC1CCCCC1)c1nc2ccccc2nc1N1CCN(c2ccccc2F)CC1 (stereo unspecified),-1%,19,-20,4.2,-8,-45,1,-46,-6,3.3,-11
Cc1nc(Sc2cccn2C)c(C(F)(F)F)c(=O)[nH]1,-2%,11,-1,4.6,5,26,2,-43,4,1.7,-10
CCSc1nnc(NC(=O)NCC(F)(F)F)s1,-2%,0,-54,2.4,3,-35,4,-20,-102,1.3,-15

The list continues:
smiles,AID364,A549 NSCLC growth,HT29 cell growth-1,HT29 cell growth-1 condensed nuclei,HT29 cell growth-1 ATP viability,AID772,AID772 condensed nuclei,AID772 second,HT29 cell growth-2,HT29 cell growth-2 condensed nuclei,HT29 cell growth-2 ATP viability
CCOc1nc(Oc2cccc(C(=O)O)c2)nc(Oc2cccc(C(=O)O)c2)n1,-5%,2,18,3.4,2,-101,3,-69,36,3.7,-24
CCc1cc(=O)oc2cc(C)c(CN3CCCC3)c(O)c12,-10%,12,22,4.2,0,9,11,-22,19,1.3,-19
CCn1cc(C(=O)O)c(=O)c2cc(F)c(N3CCNCC3)cc21,-5%,3,7,2.9,-6,40,3,-3,-4,0.8,.
O=CN1CCN(C(=O)CN2C(=O)c3ccccc3C2=O)CC1,0%,-3,15,2.1,4,55,14,-1,21,2.4,8
CC1(C)CC(=O)C2=C(C1)N(Cc1ccco1)C(=O)C2(NC(=O)c1cccnc1)C(F)(F)F (stereo unspecified),1%,5,19,1.9,-14,40,11,-20,36,4.2,-3
COc1ccc(OC)c(C2C(C#N)=C(N)Oc3cc(C)[nH]c(=O)c32)c1 (stereo unspecified),16%,4,-29,4.3,0,-10,8,-19,-9,9.8,8
CC(=O)CCn1c(=O)n(CCC(C)=O)c(=O)n(CCC(C)=O)c1=O,4%,3,-35,2.9,-8,-4,3,-3,-42,1.9,-28
COc1cc(C(=O)OCCN2CCCCC2)ccc1O,-2%,1,-21,1.1,-16,34,2,-2,9,1.9,-26

Some of the compounds tested, so the mix of outcomes need not match the whole.
